# EphA4 KYL inhibition = EphA4 ligand-binding antagonists – biochemical, colorimetric, mouse EphA4, primary screen (AID 689). EphA4-AP binding to KYL peptide, pNPP A405; higher % means a stronger effect. inhibition, % at 10 µM; hits with a dose series show IC50 in µM. 62,000 compounds, 0.1% hits; in the data active means a potency from the dose series; inactive means the rest, 99 in 100 with inhibition below about 22%
# * = called active by the depositor; & = joins results of further samples. A portion of the library; the hit share may differ from the screen's.
SMILES,EphA4 KYL inhibition
C=CCn1c(=O)/c(=C/c2ccc(F)cc2)s/c1=C(\C#N)c1nnc2n1CCCCC2,13.5%
CCN(CCCNC(=O)CCn1c(=O)[nH]c2ccccc2c1=O)c1ccccc1,6.9%
O=C(c1ccccc1)N(c1ccccc1)C1C=CS(=O)(=O)C1 (configuration not stated),-9.0%
O=C(c1csc2c1CCCC2)N1CCN(c2ccccc2)CC1,-7.5%
CC(NC(=O)C1CCCN(S(=O)(=O)c2cnc[nH]2)C1)c1ccccc1 (configuration not stated),-4.0%
Cc1ccc(-c2noc(CCCN3C(=O)c4ccccc4C3=O)n2)cc1,-7.6%
CCn1c(NCc2cc(OC)ccc2OC)nc2ccccc21,-4.4%
Cn1c(=O)cc(OCC(=O)Nc2ccccn2)c2ccccc21,-15.9%
O=C(CCN1C(=O)/C(=C/c2ccc(F)cc2)SC1=S)Nc1cc([N+](=O)[O-])ccc1O,-6.3%
O=c1c2ccc(Cl)cc2[nH]c(=S)n1Cc1cccnc1,-8.3%
CC(C(=O)N1CCN(C=O)CC1)N1C(=O)c2ccccc2C1=O (configuration not stated),-4.9%
CCOc1ccccc1NC(=O)C(=O)/C=C(\O)c1cc(OC)ccc1OC,-13.8%
O=C(CSc1nc2c(cnn2-c2ccc(F)cc2)c(=O)[nH]1)N1CCCc2ccccc21,11.0%
O=C(O)CONC(=O)c1cc(OCC(F)(F)F)ccc1OCC(F)(F)F,-7.2%
COc1ccc(N(CC(=O)N2CCOCC2)S(=O)(=O)c2ccc(C)cc2)cc1OC,-8.6%
CSc1nc(NCc2ccco2)c2sc3nc(C(C)C)c4c(c3c2n1)CC(C)(C)OC4,-8.5%
CCn1c(C)nc2cc(C(=O)n3cc(C(=O)c4ccccc4O)cn3)ccc21,-2.2%
OCCN1CCN(CCSc2ccccc2)CC1,0.1%
CCOC(=O)C(C)Sc1cc(CS(=O)(=O)c2ccccc2)nc(-c2ccccc2)n1 (configuration not stated),-4.1%
O=S(=O)(C=C(c1ccccc1)c1ccccc1)c1ccccc1,0.2%
C=CCNC(=O)NC(=O)COC(=O)c1cccnc1SC,-1.3%
CCN(CC)C(=O)Oc1ccc(Cl)c2ccccc12,5.8%
O=S(=O)(c1ccc(Br)cc1)c1nc(-c2ccccc2)oc1NCc1cccnc1,-4.9%
O=C(NCC1CCCO1)NC1(C(F)(F)F)Oc2ccccc2O1 (configuration not stated),-10.7%
Cc1ccc(CNC(=O)CN2CCCC(C)C2)cc1 (configuration not stated),-15.2%
SMILES,EphA4 KYL inhibition
O=C(c1ncn[nH]1)N1CCN(c2nc(-c3ccccc3)cs2)CC1,3.2%
O=C1c2ccccc2C(=O)N1CC1c2ccccc2CCN1C(=O)C1CCCCC1 (configuration not stated),3.0%
CCOC(=O)CSc1nnc(CNC(=O)c2cccc(C)c2)n1-c1ccccc1OC,-2.9%
O=C(c1ccccc1F)N1CCN(c2ccc([N+](=O)[O-])c(NCc3ccccc3)c2)CC1,-0.2%
CCOC(=O)c1c(C)nc2c(c1-c1ccccc1)C(=O)CCC2,-1.9%
O=C(c1ccc2c(c1)OCO2)N1CCCc2ccccc21,1.1%
CN(C)S(=O)(=O)c1ccc(NC(=O)N2CCN(c3ccccc3)CC2)cc1,-5.0%
Cc1ccc(S(=O)(=O)N2CCN(C(=O)CCC(=O)NC3CCCc4ccccc43)CC2)cc1 (configuration not stated),0.5%
O=C(CNC(=O)c1cnccn1)Nc1ccc(F)c(F)c1F,-10.1%
Cc1nc2sc(C(c3ccccc3)N3CC(C)OC(C)C3)c(O)n2n1 (configuration not stated),-1.3%
Cc1ccc(C)c(NC(=O)CC(C)c2ccccc2)c1 (configuration not stated),-11.1%
CCc1ccc(-c2ccc(C(=O)C(F)(F)F)[nH]2)cc1,-5.2%
Cc1cc(NC(=O)COC(=O)[C@H](C)NC(=O)c2ccccc2)no1,2.3%
Cc1ccc(C(=O)Nc2nc3ccccc3n2Cc2ccccc2Cl)cc1,-8.0%
OC(CN1C2=NCCCN2c2ccccc21)c1ccc(Cl)cc1 (configuration not stated),-4.5%
CCC(Sc1nc(C)cc(C)n1)C(=O)O (configuration not stated),-10.4%
Clc1ccc(Cc2noc(-c3cccs3)n2)cc1,-4.3%
O=C(NCCNc1ccc([N+](=O)[O-])cc1)c1ccccc1Br,-0.7%
COCCNC(=O)C(OC(=O)c1cc2oc(C)cc2n1C)C(C)C (configuration not stated),-12.1%
O=C(O)CCC(=O)Nc1ccccc1-c1ccccc1,-5.7%
Cc1nc(C)c(-c2csc(NCCc3ccccc3)n2)s1,-7.7%
O=C(O)c1ccc(CSc2nc3ccccc3o2)cc1,-12.0%
Cc1csc(C2=C(O)CN(c3ccc4c(c3)OCCOCCOCCOCCO4)C2=N)n1,-17.5%
COc1ccc(OCCOC(=O)c2ccc(-n3cnnn3)cc2)cc1,0.4%
O=C1c2ccccc2C(=O)N1OCCOCCOCCBr,-3.9%

# Reformatted tab-delimited: 19 of the compounds above.
structure	EphA4 KYL inhibition
CN(C)S(=O)(=O)c1ccc(NC(=O)N2CCN(c3ccccc3)CC2)cc1	-5.0%
Cc1ccc(S(=O)(=O)N2CCN(C(=O)CCC(=O)NC3CCCc4ccccc43)CC2)cc1 (configuration not stated)	0.5%
O=C(CNC(=O)c1cnccn1)Nc1ccc(F)c(F)c1F	-10.1%
Cc1nc2sc(C(c3ccccc3)N3CC(C)OC(C)C3)c(O)n2n1 (configuration not stated)	-1.3%
Cc1ccc(C)c(NC(=O)CC(C)c2ccccc2)c1 (configuration not stated)	-11.1%
CCc1ccc(-c2ccc(C(=O)C(F)(F)F)[nH]2)cc1	-5.2%
Cc1cc(NC(=O)COC(=O)[C@H](C)NC(=O)c2ccccc2)no1	2.3%
Cc1ccc(C(=O)Nc2nc3ccccc3n2Cc2ccccc2Cl)cc1	-8.0%
OC(CN1C2=NCCCN2c2ccccc21)c1ccc(Cl)cc1 (configuration not stated)	-4.5%
CCC(Sc1nc(C)cc(C)n1)C(=O)O (configuration not stated)	-10.4%
Clc1ccc(Cc2noc(-c3cccs3)n2)cc1	-4.3%
O=C(NCCNc1ccc([N+](=O)[O-])cc1)c1ccccc1Br	-0.7%
COCCNC(=O)C(OC(=O)c1cc2oc(C)cc2n1C)C(C)C (configuration not stated)	-12.1%
O=C(O)CCC(=O)Nc1ccccc1-c1ccccc1	-5.7%
Cc1nc(C)c(-c2csc(NCCc3ccccc3)n2)s1	-7.7%
O=C(O)c1ccc(CSc2nc3ccccc3o2)cc1	-12.0%
Cc1csc(C2=C(O)CN(c3ccc4c(c3)OCCOCCOCCOCCO4)C2=N)n1	-17.5%
COc1ccc(OCCOC(=O)c2ccc(-n3cnnn3)cc2)cc1	0.4%
O=C1c2ccccc2C(=O)N1OCCOCCOCCBr	-3.9%

# The listing continues:
SMILES,EphA4 KYL inhibition
O=C(CSc1ncn[nH]1)NCCOc1ccccc1,5.4%
O=C(NCCNc1ccccc1[N+](=O)[O-])c1ccc(Br)cc1,-3.4%
O=C(c1ccc(Br)o1)N1CCN=C1SCc1cccc(F)c1,-12.7%
Cc1cc(-c2ccc(C=C3C(=O)N(C)C(=O)N(C)C3=O)o2)c([N+](=O)[O-])cc1C,21.9%
CCN(C(C)=O)c1nc(CSc2nnc(NC(C)C)s2)cs1,0.7%
O=C(Nc1ccc(Br)cc1)c1ccc([N+](=O)[O-])cc1,6.5%
Cc1cc(C)n2nc(SCc3nnc(SCCCCl)o3)nc2n1,-6.2%
CC1(C)CC(=O)C(C2C3=C(CC(C)(C)CC3=O)Oc3ccccc32)=C(O)C1 (configuration not stated),5.6%
O=C(O)c1ccc(/C=c2\sc3n(c2=O)CCN=3)cc1,11.5%
CCCCN(CC)CCCNC(=O)CC1Nc2ccccc2NC1=O (configuration not stated),-8.9%
COc1ccc2c(C)cc(N3CCOCC3)nc2c1,-5.9%
O=C1c2ccccc2CN1CCNS(=O)(=O)c1ccc2ccccc2c1,-8.5%
COc1cc(C(=S)N2CCOCC2)cc(OC)c1OC(=O)c1cccc([N+](=O)[O-])c1,-5.3%
CCOC(=O)c1c(C)c(C(=O)NCc2cccs2)c(C)n1C,-15.4%
NC(=O)C1CCN(C(c2ccccc2Cl)c2nnnn2Cc2ccc3c(c2)OCO3)CC1 (configuration not stated),-10.0%
O=C(CSc1nnc(-c2ccco2)n1-c1ccccc1)NCc1ccco1,-18.9%
CC(=C/c1ccccc1)/C=N/NC(=O)c1cnccn1,-1.8%
O=Cc1ccccc1OCc1c(F)cccc1Cl,17.2%
O=C(COc1ncnc2c(Cl)cc(Cl)cc12)NC1CCCCCC1,5.7%
O=C(NNC(=O)c1cc2cc3ccccc3nc2s1)c1ccc(F)cc1,-5.5%
CCOCCCNC(=O)N[C@@H](C)C(=O)OC,-4.4%
CCCCN(CC)CCNC(=O)CN(C)S(=O)(=O)c1ccc2c(c1)c(=O)n(C)c(=O)n2C,-7.4%
Cc1cc(N2C(=O)C(O)=C(C(=O)c3cccs3)C2c2ccccc2)no1 (configuration not stated),-13.0%
Cc1ccnc(SCCn2c(N3CCCCC3)nc3c2c(=O)n(C)c(=O)n3C)n1,-8.0%
O=C(Cc1c[nH]c2ccccc12)Nc1nccs1,3.6%
SMILES,EphA4 KYL inhibition
COc1ccc(OC)c(NC(=O)CNC(=O)Cn2ccc3ccccc3c2=O)c1,-7.0%
CCSc1nnc(NC(=O)CC)s1,4.4%
CC(C)Cn1c(C(C)C)nc([N+](=O)[O-])c1S(=O)(=O)c1ccc(F)cc1,-4.0%
CCN(CC)CCNC(=O)c1c(O)c2cccc3c2n(c1=O)CCC3,4.9%
COc1ccc(-n2c(C)nn(C)c2=O)cc1,-6.8%
Cc1ccc(Cn2cccc(NC(=O)c3ccco3)c2=O)cc1,-20.3%
Cc1cc(-c2cc(-c3ccc(Cl)cc3)nc(N)c2C#N)co1,12.4%&5.4%
COc1ccc(-n2cnnc2SCc2csc(-c3ccccc3)n2)cc1,-2.9%
Cc1ccccc1C(=O)NC(=S)Nc1sc2c(c1C#N)CCC(C)C2 (configuration not stated),0.4%
COc1ccc(N2CCN(C(=O)c3ccc(CS(=O)(=O)c4ccc(OC)cc4)o3)CC2)cc1,-1.8%
O=C(Nc1ccccc1C(F)(F)F)c1cc(-c2cccc(O)c2)on1,-6.1%
O=C(CSc1nnc(CN2CCCCCC2=O)n1-c1ccccn1)NCC(F)(F)F,-0.3%
CCCCNC(=O)C(=O)NCCCO,-4.8%
Cc1cc(-c2nnc3sc(C4CCCCC4)nn23)n[nH]1,6.5%
CCCc1nc2c(=O)[nH]c3ccccc3c2o1,-3.9%
COc1cc(OC)cc(C(=O)N/N=C/c2ccc(OC)c(COc3ccc(F)cc3)c2)c1,4.6%
c1ccc(-n2cnnc2SCc2cn3cccnc3n2)cc1,-2.3%
CCc1cc(=O)oc2cc(OCC(=O)N(CC)CC)c(Cl)cc12,-12.2%
CCOc1ccc(CCNC(=O)C2CCN(S(=O)(=O)CC)CC2)cc1OCC,-4.5%
COc1ccc(Br)cc1C(=O)Nc1ccc(Cl)cn1,14.0%
COC(=O)C1=C(C)N(c2ccc(C)c(C)c2)/C(=C/c2ccc(OC)cc2)C1=O,4.3%
COc1ccc(S(=O)(=O)N/N=C\c2ccc3c(c2)OCO3)cc1,-12.2%
COc1ccc(CNC(=O)Nc2cccc(C)c2)cc1,-11.2%
COc1cc2c(cc1NC(=O)C(C)N1CCN(S(=O)(=O)c3ccccc3[N+](=O)[O-])CC1)oc1ccccc12 (configuration not stated),0.6%
O=C(CSc1nnc(C2CC2)n1Cc1ccccc1)N1CCN(S(=O)(=O)c2ccccc2)CC1,-3.6%
SMILES,EphA4 KYL inhibition
CC1(C)C(=O)N(OCc2ccccc2)C(C)(C)C(=O)N1OCc1ccccc1,1.4%
O/N=C(\c1ccc(Cl)cc1Cl)c1ncc(C(F)(F)F)cc1Cl,2.8%
Cc1c(Cl)cccc1N1C(=O)C(N2C(=O)c3cccc([N+](=O)[O-])c3C2=O)C1c1cccs1 (configuration not stated),-8.2%
Cc1nc2ccccc2n1Cc1ccccc1Br,-10.8%
N[C@@]12CCc3nonc3[C@]1(O)CC(c1ccccc1)=[N+]2[O-],-6.6%
Cc1nnc2ccc(N3CCN(c4ccccn4)CC3)nn12,-4.1%
CCCc1nc(S(=O)(=O)Cc2ccc(Cl)cc2Cl)n[nH]1,4.2%
COc1cc(-c2nn3c(C4CCCCC4)nnc3s2)cc(OC)c1OC,-13.2%
COc1ccc(Nc2ncc3c(n2)CC(c2ccccc2)CC3=O)cc1 (configuration not stated),-5.4%
Cc1ccc2[nH]c(=O)c(CN(Cc3nnnn3C3CCCC3)C3CCCCC3)cc2c1,-6.3%
NC(=O)CSc1nc2sc3c(c2c2ncnn12)CCCC3,-9.0%
Cc1ccc(CCNC(=O)CS(=O)Cc2nc(-c3cccc(C)c3)oc2C)cc1 (configuration not stated),-17.7%
COc1ccc(-c2nnc(SCc3nnc(-c4ccccc4)o3)n2-c2ccccc2)cc1,1.5%
Cc1ccc(-n2c(C)nnc2SCC(=O)N2CCc3ccccc3C2)cc1C,-4.5%
Cn1sc(NC(=O)c2ccc(Cl)cc2)nc1=O,-2.8%
CC(C)On1c(SC(C)C)nc2ccccc2c1=O,-6.8%
CC1(C)CC(=O)C(C(c2cccnc2)C2C(=O)CC(C)(C)CC2=O)C(=O)C1,1.0%
O=C(NCc1ccco1)c1ccc(Oc2ccccc2)cc1,9.0%
O=C(NC(=S)Nc1cccc2cccnc12)c1ccccc1,-6.5%
c1ccc2c(CNCCN3CCOCC3)cccc2c1,-21.1%
COc1ccc(Nc2nc(Cl)nc(NCc3ccco3)n2)cc1,-9.4%
O=C(CCN1CCN(Cc2ccccc2)CC1)Nc1ccc(OCc2ccccc2)cc1,-15.1%
CCOC(=O)CCC(=O)OCC(=O)NC(C)C1CC2CCC1C2 (configuration not stated),17.0%
COc1cccc(CNC(=O)c2cc3ccccn3n2)c1,-9.3%
O=C(Nc1c2ccccc2nc2ccccc12)C(Cl)(Cl)Cl,-18.8%
CCN(CC)CCNC(=O)c1cn(CC)c2ccc(S(=O)(=O)N(C)C)cc2c1=O,1.6%
Cc1ccc(S(=O)(=O)N2CCCC2c2nc3ccccc3s2)cc1 (configuration not stated),-14.5%
Cc1cc(N2CCOCC2)nc(N2CCOCC2)n1,-6.4%
C/C(=N\NC(=S)NCCc1ccccc1)c1ccc(C#N)cc1,-6.0%
O=[N+]([O-])c1ccc(-c2nnc(-c3ccccc3)c(-c3ccccc3)n2)cc1,2.5%

# Bioassay records from PubChem BioAssay.
